BCR signal inh: qHTS Assay to Find Inhibitors of Chronic Active B-Cell Receptor Signaling | Potency, µM (titrated, usually from 46.1 µM), for the others: top-dose ratio change, negative = lower green/red ratio, usual class: inhibitors | ABC-DLBCL IkBa-CBG/CBR reporter, luminescence ratio, 4 h | hit rate 0.05% among 340,000 | AID 493014, 2011; active means well fitted inhibition curve with a large enough effect in the signal ratio, with a control signal flat, not every such curve was filed as active; inconclusive means small, poorly fitted or top-dose-only effect, or effect the other way, or a change in a side signal; the % refers to the signal ratio;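 further: potency means the concentration at half of the fitted maximal effect; plate controls were basal doxycycline-induced cells for no effect and cells given 10 µM MG132 for full effect; MG132 reads +100%, hits lower the ratio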
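Cell line TMD8 (human ABC DLBCL), stably expressing tet-inducible CBG68-IkBa fusion and CBR; IMDM/0.5% FBS; cpd up to 46 uM; dox induction, 4 h, 37C/5% CO2; dual luminescence; green/red ratio; MG132 control.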
KCNH2 WT inh: qHTS for Inhibitors of KCHN2 3.1: Wildtype qHTS; hit rate 0.37% among 340,000; Voltage-gated inwardly rectifying potassium channel KCNH2 (Homo sapiens), Q12809; U2OS, BacMam KCNH2, thallium flux FluxOr; hits give low values; activity change, % at 1.84 µM; AID 720551, 2013;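 active means maximum activity change below -70%; inconclusive means maximum activity change between -70% and -50%; inactive means maximum activity change above -50%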; further: on the % scale 0 is the no-effect control and ±100 the full control effect
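U2OS cells were transduced with wild-type KCNH2 virus (2.03 x 10^8 / mL) for 4 h at room temperature, then cultured overnight at 37 C. Thallium flux was read with FluxOr dye. Rate constants were normalized to DMSO controls.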
Menin MLL FP TR: qHTS Assay for Inhibitors Targeting the Menin-MLL Interaction in MLL Related Leukemias: Competition With Texas Red Labeled MLL-derived Mutant Peptide | O00255 | Menin + Texas Red MLL mutant peptide, fluorescence polarization | Potency, µM (doses to about 61.6 µM), inactives show at the top dose FP activity change, negative = inhibition, usual class: inhibitors | hit rate 0.23% among 270,000; active means well fitted inhibition curve with a large enough effect in the polarisation, with a control signal flat, not every such curve was filed as active; inconclusive means small, poorly fitted or top-dose-only effect, or effect the other way, or a change in a side signal; inactive means no such curve, though single readings can be large or run the other way; the % refers to the polarisation; further: potency means the concentration at half of the fitted maximal effect; % of control where 0% means no effect; many of its hits are not listed in these tables
Target sequence (O00255 whole entry, looked up): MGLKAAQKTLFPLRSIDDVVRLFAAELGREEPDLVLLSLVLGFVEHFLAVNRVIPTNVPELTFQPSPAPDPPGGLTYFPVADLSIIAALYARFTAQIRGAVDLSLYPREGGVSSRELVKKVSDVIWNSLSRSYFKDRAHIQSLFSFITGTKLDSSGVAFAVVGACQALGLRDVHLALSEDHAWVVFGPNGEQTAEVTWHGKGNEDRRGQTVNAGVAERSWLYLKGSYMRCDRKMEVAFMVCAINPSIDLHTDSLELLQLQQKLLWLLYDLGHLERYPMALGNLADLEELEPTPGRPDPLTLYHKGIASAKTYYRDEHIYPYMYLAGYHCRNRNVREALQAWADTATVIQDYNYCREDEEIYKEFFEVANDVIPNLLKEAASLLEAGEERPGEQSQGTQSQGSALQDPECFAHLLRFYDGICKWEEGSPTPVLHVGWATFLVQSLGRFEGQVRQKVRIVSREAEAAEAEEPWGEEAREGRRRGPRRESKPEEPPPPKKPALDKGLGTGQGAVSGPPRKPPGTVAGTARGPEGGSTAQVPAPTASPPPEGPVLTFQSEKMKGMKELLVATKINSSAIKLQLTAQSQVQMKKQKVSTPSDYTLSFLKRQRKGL
Eya2 phos inh: qHTS Assay for Inhibitors of the Phosphatase Activity of Eya2 | Protein phosphatase EYA2 (Homo sapiens), O00167 | AID 488837, 2010 | hit rate 0.006% among 330,000 | recombinant Eya2, OMFP fluorescence dephosphorylation (OMFP is methylfluorescein phosphate) | Potency, µM (highest dose often 76.9 µM), for inactives: top-dose activity, negative = inhibition, hits mostly inhibitors; further: potency means the concentration at half of the fitted maximal effect; on the % scale 0 is the no-effect control and ±100 the full control effect
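Eya2 (0.2 uM) preincubated 10 min at ambient with compound, then OMFP substrate added at 50 uM; 10 min reaction in 50 mM HEPES pH 7.5, 50 mM NaCl, 5 uM MgCl2, 0.05% BSA, 1 mM DTT. Fluorescence read at Ex 485/Em 525 nm.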
TSHR antagonist: Antagonists of the Thyroid Stimulating Hormone Receptor: HTS campaign; TSHR-expressing cells, TSH-stimulated cAMP HTRF, 2 h; hits give low values; activity change, negative = inhibition, % at 11.5 µM; hit rate 0.2% among 330,000;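 active means activity change below a set negative limit, meaning inhibition stronger than a set level, cut at about -70% in these data; inconclusive means activity change between two set negative limits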; further: on the % scale 0 is the no-effect control and ±100 the full control effect
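Freshly harvested TSHR cells receive pin-tooled compound, then EC80 TSH at 4nM final. After 2 hours at 37 deg C, antibody in lysis buffer and cAMP-d2 are added; 30 minutes at ambient temperature precede the HTRF read.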
ASM inhibitor: Inhibitors of Secretory Acid Sphingomyelinase (S-ASM): qHTS. Sphingomyelin phosphodiesterase (Homo sapiens), P17405. placental ASM, HMU-PC fluorogenic substrate, 60 min. hit rate 0.006% among 340,000. Potency, µM (series often up to 57.5 µM), without a hit: at the top dose activity change, negative = inhibition, actives largely listed as inhibitors; further: potency means the concentration at half of the fitted maximal effect
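Steps: dispense placental human ASM, pin compound, wait 10 min at room temperature, add HMU-PC0 substrate at 9 uM final, incubate 60 min at 37 °C, add stop solution raising pH to 10, read fluorescence.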
MBNL1-CUG inh: qHTS Assay for Inhibitors of MBNL1-poly(CUG) RNA binding | Potency, µM (top dose mostly 57.5 µM), for inactives: at the top dose activity change, negative = inhibition, usual class: inhibitors | Muscleblind-like protein 1 (Homo sapiens), Q9NR56 | hit rate 0.036% among 280,000 | TR-FRET MBNL1-His/biotin-(CUG)12 binding, 665/545 ratio; active means well fitted inhibition curve with a large enough effect in the signal ratio, with a control signal flat, not every such curve was filed as active; inconclusive means small, poorly fitted or top-dose-only effect, or effect the other way, or a change in a side signal; inactive means no such curve, though single readings can be large or run the other way; the % refers to the signal ratio; further: potency means the concentration at half of the fitted maximal effect; on the % scale 0 is the no-effect control and ±100 the full control effect
Target sequence (Q9NR56 whole entry, looked up): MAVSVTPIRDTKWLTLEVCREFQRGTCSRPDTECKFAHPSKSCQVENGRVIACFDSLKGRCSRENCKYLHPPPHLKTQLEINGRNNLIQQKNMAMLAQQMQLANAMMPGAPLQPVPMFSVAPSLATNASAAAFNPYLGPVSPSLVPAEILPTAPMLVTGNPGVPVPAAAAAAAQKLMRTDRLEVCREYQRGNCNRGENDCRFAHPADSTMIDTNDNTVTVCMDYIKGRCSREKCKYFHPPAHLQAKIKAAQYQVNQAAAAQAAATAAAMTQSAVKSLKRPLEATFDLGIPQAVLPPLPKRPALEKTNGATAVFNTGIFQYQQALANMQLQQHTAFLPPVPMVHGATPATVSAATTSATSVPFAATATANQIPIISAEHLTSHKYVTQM
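Compound titration spanned 92 nM–58 uM against the MBNL1-His/biotin-(CUG)12 complex. After 60 min at room temperature with 5 nM streptavidin-XL665 and 0.055 ng/ul terbium anti-His, ratiometric 665/545 nm emission (Ex 340 nm) normalized to controls.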
USP2a inh: qHTS Assay for Inhibitors of Ubiquitin-specific Protease USP2a Using CHOP2 as the Reporter. Ubiquitin carboxyl-terminal hydrolase 2 (Homo sapiens), O75604. USP2 core, Ub-CHOP2 coupled fluorogenic reporter, 485/531. Potency, µM (series often up to 38.3 µM), for the others: at the top dose activity change, negative = inhibition, usual class: inhibitors. hit rate 0.01% among 330,000. AID 463254, 2010;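 further: potency means the concentration at half of the fitted maximal effect; plate controls were DMSO wells for no effect and full inhibition by NEM control for full effect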
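USP2 core (10nM final) preincubated 30min RT with compound in 20mM Tris-HCl pH 8.0, 2mM CaCl2, 2mM beta-mercaptoethanol, 0.05% CHAPS; 25nM Ub-CHOP2 plus 25nM reporter substrate added, fluorescence (Ex485/Em531) read after 60min.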
Mito fusion act: qHTS Assay for Small Molecule Inhibitors of Mitochondrial Division or Activators of Mitochondrial Fusion; AID 485298, 2010; hit rate 0.23% among 320,000; S. cerevisiae fusion-defective mutant growth rescue, CellTiterGlo 48 h; Potency, µM (titrated, usually from 46.1 µM), inactives show at the highest dose growth rescue (activation), usual class: activators;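 further: potency means the concentration at half of the fitted maximal effect; % of control where 0% means no effect; nearly all actives have a fitted effect of over 45% in size; temperature-sensitive fusion mutants such as fzo1-1 at 37 °C on non-fermentable ethanol glycerol medium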
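Growth-rescue viability read-out: after 48 h at the non-permissive 37C in glycerol/ethanol YPEG, yeast mitochondrial fusion mutants are measured by CellTiterGlo luminescence; compounds (23 nl pinned per well) restoring growth score as division inhibitors or fusion activators.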
GALK inhibitor: qHTS Assay for Inhibitors of Human Galactokinase (GALK). Purified GALK, Kinase-Glo residual ATP luminescence. AID 1868, 2009. Potency, µM (titrated, usually from 57.5 µM), without a hit: at the top dose activity change, negative = inhibition, hits mostly inhibitors. P51570. hit rate 0.007% among 270,000; further: potency means the concentration at half of the fitted maximal effect; on the % scale 0 is the no-effect control and ±100 the full control effect
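GALK at 5 nM final was combined with compound, 35 uM ATP and 100 uM galactose in HEPES pH8.0 with MgCl2 and DTT. The reaction ran one hour at room temperature before luminescent ATP detection.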
PKM2 activator: qHTS Assay for Activators of Human Muscle isoform 2 Pyruvate Kinase; Pyruvate kinase PKM (Homo sapiens), P14618; purified PKM2, Kinase-Glo ATP luminescence, activation; response scale: 0% is enzyme alone, no compound; Potency, µM (highest dose often 57.5 µM), for inactives: at the highest dose activation, hits mostly activators; hit rate 0.34% among 260,000; further: potency means the concentration at half of the fitted maximal effect; on the % scale 0 is the no-effect control and ±100 the full control effect; nearly all actives have a fitted effect of over 55% in size
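Purified hPK-M2 (>95% pure) converted ADP (0.1 mM final) to ATP with 0.5 mM PEP in 50 mM imidazole pH7.2, KCl, MgCl2, Tween 20, BSA; 1 h at room temperature. ATP detected by Kinase-Glo luminescence.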
* marks the source's active call; other numbers are inactive results; ? = inconclusive; · = not tested or not shown. Unless noted, the call rests on the fitted dose curve; in most records, active means well fitted curve in the direction sought with a large enough effect; inconclusive means small, poorly fitted or top-dose-only effect, or another doubt; inactive means no such curve, though single readings can be large; an effect the other way counts as inactive or inconclusive. A portion of the library; the hit share may differ from the screen's.

Values run as follows: BCR signal inh | KCNH2 WT inh | Menin MLL FP TR | Eya2 phos inh | TSHR antagonist | ASM inhibitor | MBNL1-CUG inh | USP2a inh | Mito fusion act | GALK inhibitor | PKM2 activator
- CC(C)CCN(C(=S)Nc1cccc(F)c1)C(C)c1cccs1 (stereo unspecified)
    8% | 3 | 13% | 6% | 3 | -3% | 1% | 10% | -6% | -4% | 5%
- COc1ccc(CO/N=C/c2c(C)[nH]c(=O)[nH]c2=O)cc1
    -21% | 13 | -5% | 3% | -1 | -1% | 4% | 2% | -1% | -4% | 25µM*
- Cc1ccc(S(=O)(=O)NCCC(=O)N2CCCCCCC2)cc1
    8% | -21 | · | 5% | 10 | -3% | · | -1% | -3% | · | ·
- O=c1c2ccccc2nc2n1C(CSCc1cccc(C(F)(F)F)c1)CS2 (stereo unspecified)
    ? | 0 | 0% | 4% | -11 | -6% | 4% | 0% | 2% | -3% | 1%
- COc1cccc(CN(Cc2ccco2)C(c2ccc(F)cc2)c2nnnn2C(C)(C)C)c1 (stereo unspecified)
    6% | -3 | -12% | -9% | -10 | 4% | -2% | -2% | 10% | 0% | -23%
- CCOC(=O)C1CCCN(Cc2c(F)cccc2Cl)C1 (stereo unspecified)
    12% | 0 | -8% | 10% | 3 | 0% | 6% | 1% | 4% | 0% | 2%
- CC(=O)c1ccc(OCc2ccc(C(=O)c3ccccc3)cc2)cc1
    0% | -7 | -28% | 1% | -37 | -1% | -13% | 0% | 0% | 3% | -5%
- COC1CCN(C(=O)c2ccc(OC3CCN(CCc4ccccc4)CC3)cc2)CC1
    12% | 13 | -6% | 8% | -1 | 2% | 1% | 2% | 2% | 3% | -4%
- COC(=O)CCC(=O)N1CCCC(C(=O)c2cc(F)ccc2F)C1 (stereo unspecified)
    -1% | -7 | -7% | 10% | 4 | 1% | -9% | 3% | 3% | -4% | -4%
- COc1ccc(-c2ccc(=O)n(Cc3ccc([N+](=O)[O-])cc3)n2)cc1
    ? | 7 | 1% | -15% | -19 | -2% | ? | 2% | 5% | -1% | 1%
- CCOc1ccccc1N(CC(=O)N/N=C/c1cc(Br)ccc1OC)S(C)(=O)=O
    ? | -9 | 0% | 3% | -23 | -14% | 11% | 0% | 0% | 1% | -4%
- O=C(Cn1nnc(-c2ccc(Cl)cc2)n1)NCC1CCCCC1
    0% | -6 | ? | 11% | -3 | -2% | -13% | -1% | -6% | -1% | -10%
- COc1ccc(NC(=O)N[C@@H](Cc2ccccc2)C(=O)NN)cc1
    -4% | -2 | · | 7% | 1 | -2% | -4% | 0% | 1% | 3% | -4%
- CCOC(=O)C(CC)n1nc(C)n2c(cc3sccc32)c1=O (stereo unspecified)
    -8% | -2 | -7% | -4% | 1 | -5% | 11% | 0% | 2% | 1% | 0%
- CCOc1c2ccc(C(=O)NCCCCc3ccccc3)cc2nn1CC
    7% | -4 | -2% | -6% | · | 19% | 11% | 2% | -1% | · | -2%

Some of the entries above, set out differently.
canonical_smiles,BCR signal inh,KCNH2 WT inh,Menin MLL FP TR,Eya2 phos inh,TSHR antagonist,ASM inhibitor,MBNL1-CUG inh,USP2a inh,Mito fusion act,GALK inhibitor,PKM2 activator
COC(=O)CCC(=O)N1CCCC(C(=O)c2cc(F)ccc2F)C1 (stereo unspecified),-1%,-7,-7%,10%,4,1%,-9%,3%,3%,-4%,-4%
COc1ccc(-c2ccc(=O)n(Cc3ccc([N+](=O)[O-])cc3)n2)cc1,?,7,1%,-15%,-19,-2%,?,2%,5%,-1%,1%
CCOc1ccccc1N(CC(=O)N/N=C/c1cc(Br)ccc1OC)S(C)(=O)=O,?,-9,0%,3%,-23,-14%,11%,0%,0%,1%,-4%
O=C(Cn1nnc(-c2ccc(Cl)cc2)n1)NCC1CCCCC1,0%,-6,?,11%,-3,-2%,-13%,-1%,-6%,-1%,-10%

Additional records follow:
Values run as follows: BCR signal inh | KCNH2 WT inh | Menin MLL FP TR | Eya2 phos inh | TSHR antagonist | ASM inhibitor | MBNL1-CUG inh | USP2a inh | Mito fusion act | GALK inhibitor | PKM2 activator
- CN1CCN(CCc2cn3ncc(C#N)c3nc2-c2ccc(F)cc2)CC1
    -1% | -2 | 5% | 10% | -7 | 10% | -2% | 2% | 3% | 9% | -3%
- CC1CCN(S(=O)(=O)c2nnc(NC(=O)c3cccc([N+](=O)[O-])c3)s2)CC1
    18% | -11 | ? | 8% | ? | -1% | 11% | 4% | 10% | 8% | ·
- COCCOC(=O)c1c(NC(=O)CN2CCc3ccccc32)sc(C(N)=O)c1C
    2% | 0 | · | 14% | 5 | -2% | · | -1% | 3% | -4% | 6%
- CC(=O)c1ccc(S(=O)(=O)Nc2cccc(-c3ccc(N4CCOCC4)nn3)c2)cc1
    ? | 1 | · | 11% | -1 | -3% | · | 0% | -1% | · | ·
- O=C(CCS(=O)(=O)c1ccccc1)Nc1nc2cc3c(cc2s1)OCCO3
    ? | -11 | 10% | 5% | -10 | -2% | -8% | 1% | 0% | -3% | 6%
- COc1nc(N(C)C)nc(N(C#N)CCOC(C)=O)n1
    -1% | 12 | -2% | 1% | 4 | 4% | -5% | 1% | -4% | -2% | 0%
- O=C(NNC(=O)NC1CCCCC1)NC1CCCCC1
    3% | · | -27% | -7% | 13 | 0% | -3% | 3% | -1% | 1% | -4%
- Cc1ccc(N(CC(N)=O)C2SC(=O)NC2=O)cc1 (stereo unspecified)
    0% | · | -3% | 6% | 1 | 4% | -6% | 1% | -2% | · | 0%
- CCOc1cc(N2CCOCC2)c(OCC)cc1NC(=O)c1cccc(S(=O)(=O)N2CCOCC2)c1
    ? | 16 | · | -6% | -88* | -4% | · | -6% | · | · | ·
- c1coc(C2=Nc3cccc4cccc(c34)N2)c1
    3% | 20 | ? | -7% | 23 | -7% | 8% | -26% | -6% | -2% | -37%
- Cc1cccc(OCC(=O)N/N=C/c2cn[nH]c2-c2ccc(Cl)c(Cl)c2)c1
    5% | -1 | 7% | 3% | -7 | -2% | -6% | -1% | 2% | 2% | 1%
- c1ccc(CSc2nnc3c4ccccc4c4ccccc4c3n2)cc1
    ? | · | 19% | 7% | -1 | · | 5% | -11% | -6% | 4% | -6%
- CCn1c(SCC(=O)N2CCCCC2C)nnc1-c1ccc(S(=O)(=O)N2CCN(C)CC2)cc1 (stereo unspecified)
    3% | -3 | · | -3% | -8 | 4% | -7% | 1% | 1% | -1% | -3%
- COc1cccc(NC(=O)Nc2ccc(Br)cn2)c1
    -20% | 1 | · | 15% | -3 | -2% | -10% | 1% | 5% | 4% | -1%
- O=C(CCN1C(=O)S/C(=C\c2ccccc2)C1=O)NCCCn1ccnc1
    0% | -2 | -13% | -4% | 10 | -1% | ? | 1% | -6% | 10% | ·
- Cc1nc(NC(=O)/C=C/c2ccccc2)sc1C(=O)NCCO
    ? | -3 | -10% | 6% | -17 | -1% | ? | 1% | -2% | 0% | 0%

Compound activity as filed in PubChem BioAssay.
